Assay outcomes as filed in PubChem.
NPYLR7 ag: activates Aedes aegypti NPYLR7 receptor; 270,000 tested, 0.15% active; activation, % at 10 µM; HEK293T NPYLR7/Galpha15, GCaMP6s calcium fluorescence; in the data active = activation above about 40%;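 note: 0% = vehicle and 100% = reference agonist at the receptor; some compounds past the cut are filed as inactive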
mcGAS inh: mouse cGAS inhibition by luminescence; 160,000 tested, 0.15% active; Q8C6L5; inhibition, % at 12.5 µM; recombinant cGAS, Kinase-Glo ATP depletion luminescence; AID 1259399;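 note: 0% = negative control wells and 100% = reference inhibitor with no enzyme activity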
hcGAS lum: human cGAS inhibition; Q8N884; recombinant h-cGAS, ATP depletion, Kinase-Glo luminescence; inhibition, % at 12.5 µM; 290,000 tested, 0.081% active; AID 1259398;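 note: 0% = vehicle reaction and 100% = reaction without DNA for no activity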
Target sequence (Q8N884 whole entry, looked up): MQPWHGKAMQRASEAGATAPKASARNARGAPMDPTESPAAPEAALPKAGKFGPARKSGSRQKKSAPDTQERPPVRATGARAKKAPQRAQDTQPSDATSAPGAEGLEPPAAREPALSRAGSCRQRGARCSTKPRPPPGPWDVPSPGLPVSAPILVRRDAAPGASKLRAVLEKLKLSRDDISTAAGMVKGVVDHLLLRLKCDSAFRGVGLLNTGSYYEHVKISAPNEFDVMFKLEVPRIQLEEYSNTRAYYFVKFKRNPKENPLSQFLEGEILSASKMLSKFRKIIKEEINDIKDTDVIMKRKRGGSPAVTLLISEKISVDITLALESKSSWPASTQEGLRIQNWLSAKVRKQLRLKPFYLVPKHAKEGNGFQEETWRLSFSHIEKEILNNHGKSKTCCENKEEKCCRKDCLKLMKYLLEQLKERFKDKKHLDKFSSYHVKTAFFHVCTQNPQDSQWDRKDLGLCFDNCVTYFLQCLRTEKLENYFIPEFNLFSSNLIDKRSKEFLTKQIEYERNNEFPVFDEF
The depositor's hits bear a star; · = no result given. Cut-off read from the data, not from the text of the source, unless noted: active = inhibition above about 40%; inactive = the rest.

SMILES	NPYLR7 ag	mcGAS inh	hcGAS lum
O=C(CCCn1ncn2c(cc3occc32)c1=O)NCc1cccs1	3.0	-2.6	-7.9
CC1CCCC(NC(=S)NC(=O)c2cncc(Br)c2)C1C (centres undefined)	1.4	-4.3	3.6
Cc1oc(-c2cccc(Cl)c2)nc1CN1CCCCC1c1cccnc1 (centres undefined)	8.0	·	-9.8
CCNC(=S)N1CCn2cccc2C1c1cc(OC)ccc1OC (centres undefined)	0.3	·	-3.1
Nc1ccc(-c2nc3cc(Cl)ccc3o2)cc1	4.8	-3.6	-0.1
CCCc1cc(C(=O)N2CCN3C(=O)CN(C)C(=O)C3C2)n(C)n1 (centres undefined)	0.8	·	-4.5
O=C(c1ccccc1)N1CCN(c2nc(-c3ccccc3)c3cc(Cl)ccc3n2)CC1	-0.2	-5.6	-2.8
O=C(CCC1CCCCC1)NCc1ccc2c(c1)OCCO2	8.1	·	-11.4
Cn1c(CC2CCNCC2)nnc1SCc1ncccn1	-3.3	-14.4	-3.2
O=C(Nc1cccc(Cl)c1Cl)N1CCSC1c1ccc(F)cc1 (centres undefined)	19.4	-3.9	-9.2
O=C(CC1CCCC1)N1CCCC(c2n[nH]c(C3CC3)n2)C1 (centres undefined)	·	0.4	2.3
O=C(c1ccc(CSc2nnc(-c3ccncc3)n2-c2ccccc2F)cc1)N1CCN(c2ccccc2F)CC1	-8.3	-6.6	-1.8
CC(C)N(Cc1nnc(-c2ccccc2)o1)S(=O)(=O)c1ccccc1Br	18.4	·	-11.9
COC(=O)c1c(O)nc2cc(C)ccn2c1=O	-0.3	·	-13.2
COc1ccc(-n2ccnc2-c2nccn2CCn2cccn2)cc1	25.3	·	-7.2
Cc1ccsc1CN(Cc1ccc(F)cc1)Cc1nc(C(=O)NCC2CCCO2)co1 (centres undefined)	20.9	-4.2	-3.0
COCCCN(Cc1ccc(F)cc1)Cc1ccc(C(O)(CC2CCC2)CC2CCC2)o1	12.3	-4.8	-5.7
CCc1c(C(=O)NC(C)Cc2cc(C)[nH]n2)csc1C (centres undefined)	-0.1	-12.8	-0.8
CCCCNC(=O)C1CN(C(=O)c2ccc(Cl)cc2)CC1c1ccc(OC)cc1OC (centres undefined)	·	-4.8	-5.8
O=C(c1ccc2c(c1)CCO2)N1CCN(Cc2ccc(-c3noc(-c4ccco4)n3)cc2)CC1	7.9	-9.0	-5.2
COc1ccc(Cl)c2sc(N3CCN(C(=O)CS(=O)(=O)c4ccc(C)cc4)CC3)nc12	9.2	·	-9.0
CC(C)n1ccc(=O)nc1SCC1CCCCO1 (centres undefined)	-0.8	·	3.8
O=C(NC1C2CC3CC(C2)CC1C3)c1cccnc1Oc1ccc(Cl)cc1 (centres undefined)	3.2	-1.5	-0.8
Cc1cc2c(n1-c1cccc(C(F)(F)F)c1)CCCC2NC(=O)CN1CSCC1=O (centres undefined)	9.4	·	-6.7
COCCN1C(=O)[C@]2(C)[C@H](c3ccccc31)[C@@H](C(N)=O)CN2C(=O)COc1ccccc1	13.7	-2.0	0.5

The results go on.
SMILES	NPYLR7 ag	mcGAS inh	hcGAS lum
Oc1ccc(Br)cc1/C=N\Nc1nc(N2CCCCC2)nc(N2CCCCC2)n1	3.5	-6.4	-5.8
COC(OC)C1(C)Nc2ccccc2C(=O)N1c1ccccc1Cl (centres undefined)	2.2	·	-1.5
COc1cc(OC)cc(C(=O)NC2CCN(c3ccccc3C(=O)N3CCN(c4ccccn4)CC3)CC2)c1	1.8	-5.4	-6.6
C=c1onc(-c2ccccc2)c1=c1[nH]/c(=C\c2coc3ccc(Cl)cc3c2=O)c(=O)o1	0.1	1.3	-0.9
CCC(C)N(CC(=O)N(Cc1ccccc1)Cc1cccn1Cc1cccc(OC)c1)C(=O)C1C[C@H]1c1ccccc1 (some centres undefined)	-9.6	-6.7	-16.1
Cc1nc(C)c(CNC(C)(CNC(=O)OC(C)(C)C)C2CC2)s1 (centres undefined)	-0.6	·	-7.9
O=C(CCN1CCCCO1)N1CCOC(CCCc2ccccc2)C1 (centres undefined)	19.5	·	-5.1
COC(=O)c1cc2n(n1)CCCN(CC(C)c1ccccc1)C2 (centres undefined)	17.5	·	-3.9
Cc1cccc2c1NC1(CCN(C(=O)Nc3ccc(C(C)C)cc3)CC1)NC2=O	-3.8	2.5	2.2
Cc1ccc(C(=O)N2CCN(c3nc(C)cc(Nc4ccccc4)n3)CC2)cc1	12.1	·	-8.3
CCOc1ccc(NC(=O)c2cn(C)c3c(=O)n(-c4ccccc4)c(=O)[nH]c23)cc1	3.0	·	-3.0
Cc1ccc([N+](=O)[O-])cc1S(=O)(=O)Nc1ccccn1	15.4	-7.9	-5.5
Cc1cccc(N2CCN(S(=O)(=O)CCCNC(=O)c3cccs3)CC2)c1	-0.5	-8.7	-3.6
COCCCNC(=O)C(C1CCCC1)N1CCN(C(=O)c2cccc(OC)c2)CC1 (centres undefined)	-7.5	-2.4	-1.0
CN(Cc1ccc(Cl)c(Cl)c1)C(=O)NCc1ccnc(N2CCCC2)c1	6.9	·	-2.0
O=C(CCc1ccccc1)N1CCN(C(C(=O)N2CCCC2)C2CCCC2)CC1 (centres undefined)	-10.1	-3.2	-3.5
C=CCOC(=O)C1=C(C)NC(=O)NC1c1cccc(Br)c1 (centres undefined)	-3.4	-5.3	-4.1
O=C1C2CC=CCC2C(=O)N1c1ccc(F)c(Cl)c1 (centres undefined)	-11.3	-4.1	-0.3
NC1=NC(=O)C(=Cc2ccc(F)cc2)S1	-5.0	·	-7.5
NC(=O)CSc1nc(-c2ccc(F)cc2)nc2c1Cc1ccccc1O2	10.0	-6.6	-11.4
CCN(C(=O)CN1CC(C)C(N2CCN(C(C)=O)CC2)C1)C1CC1 (centres undefined)	1.7	·	-14.6
CN(C)C(CNC(=O)Nc1ccc(-n2cncn2)cc1)c1ccc(F)cc1 (centres undefined)	4.8	-8.7	-1.2
CC(C)(C)NC(=O)/C=C/c1ccc(S(=O)(=O)Nc2ccccc2Cl)cc1	9.9	·	-4.9
Cc1ccc(CN2CCCC(N3CCN(Cc4ccc5c(c4)OCO5)CC3)C2)s1 (centres undefined)	4.5	·	-8.0
Cc1nc2c(C)cccn2c(=O)c1NC(=O)c1cccc([N+](=O)[O-])c1	-3.2	·	1.8

(list continues)
SMILES	NPYLR7 ag	mcGAS inh	hcGAS lum
Cc1cc(O)c(C(c2ccccc2)N2CCN(c3ccc(F)cc3)CC2)c(=O)n1Cc1ccco1 (centres undefined)	7.6	·	-6.2
CSc1cccc(CNCc2cccnc2N2CCN(C(C)=O)CC2)c1	5.3	·	-5.4
CCC(NC1CCN(C(=O)c2ccccc2)CC1)c1ccnn1C (centres undefined)	11.7	·	-5.3
Cc1cc2c(nn1)CCc1nonc1-2	11.2	·	-6.6
COCCCNC(=O)C(NC(=O)c1ccccc1C)C1CCN(C(=O)Nc2ccc(C)cc2)CC1 (centres undefined)	1.7	-0.1	0.6
O=C(O)c1ccnc(-c2ccnc(-c3ccccc3)n2)c1	26.2	·	-4.7
Cc1[nH]c(=O)[nH]c(=O)c1CCc1nnc(SCC(=O)Nc2ccccc2)o1	-7.2	-8.7	-2.9
Cc1ccc(C2NC(=O)N(C)C3=C2C(=O)N(CC(=O)N2CCN(C(=O)c4ccco4)CC2)C3)cc1 (centres undefined)	-1.6	-5.5	-5.6
CCc1ccc(S(=O)(=O)Oc2ccc(S(C)(=O)=O)cc2)s1	-3.4	-13.6	-10.3
COc1cccc(NC(=O)C2(C)CCN2C(=O)CCc2cccs2)c1 (centres undefined)	7.6	-4.6	-6.7
CCOC(=O)CNC(=O)CSc1nnc2n1CCN2c1ccccc1	-3.8	-5.7	-6.5
CCOC(=O)C(C#N)=Cc1cc2ccc(C)cc2nc1N1CCCCC1	-1.9	-2.8	-3.5
Cc1cccc(-c2nc(C)c(C)c(N3CCN(S(=O)(=O)c4cc(Cl)ccc4Cl)CC3)n2)c1	13.8	-5.1	-6.0
O=C1c2ccccc2NC(c2ccc(N3CCOCC3)cc2)N1C1CC1 (centres undefined)	-22.7	·	-0.6
CC1CCN(C(=O)c2cccc(S(=O)(=O)N3CCCCC3)c2)c2ccccc2S1 (centres undefined)	-11.9	-1.8	3.1
CCNS(=O)(=O)c1cccnc1Nc1ccc(CC)cc1	-11.6	·	-0.6
O=C(Cc1csc(-c2ccccn2)n1)Nc1ccccc1SCc1ccccc1	-0.1	·	0.9
COc1cccc(C=C2N=C(c3cc(OC)c(OC)c(OC)c3)OC2=O)c1	2.4	·	-5.6
O=C(Nc1ccc(C2SCC(=O)N2c2ccc3c(c2)CCC3)cc1)c1cccc(Br)c1 (centres undefined)	·	-7.8	-7.4
Cc1c(NC(=O)c2ccco2)cccc1C(=O)N1CCN2CCNC(=O)C2C1 (centres undefined)	6.8	-16.6	-2.4
COc1cccc(CSc2nnc(C(C)NC(=O)COc3ccccc3)n2-c2cc(Cl)ccc2Cl)c1 (centres undefined)	-1.8	-3.1	-0.2
O=C(c1cc2c(s1)CCCC2)N1CCC(Cn2cc(CCO)nn2)CC1	4.8	·	-6.6
CCN1CCN(c2ccccc2CNCCc2csc(C)n2)CC1	-0.8	·	-7.4
CC1CN(C(=O)CSc2nccn2C)C(c2ccccc2)CO1 (centres undefined)	1.2	·	-4.4
Cc1cc(O)c(CN2CCCCCC2)c2c1C(=O)/C(=C/c1ccncc1)O2	7.0	-6.5	-2.7

Following part
SMILES	NPYLR7 ag	mcGAS inh	hcGAS lum
CCC(=O)Nc1sc2c(c1-c1nc3ccccc3s1)CCN(C)C2	4.4	24.0	26.2
CC(C)N1CCN(C(=O)CCNc2nc(CCN)nc3ccccc23)CC1	-6.1	-13.1	-0.1
COC(=O)C(Cc1ccc(OCCn2c(=O)sc3cc(C(=O)c4ccccc4)ccc32)cc1)C(=O)OC	-10.1	·	-5.3
O=C1N=C(N2CCOCC2)SC1=Cc1cccnc1	-2.0	1.6	3.7
Cc1ccc2oc(CN(Cc3cc(F)ccc3F)C(=O)COCc3ccccc3)nc2c1	1.0	-3.9	-0.8
CN(Cc1cccc(Cl)c1)C1CCOC1=O (centres undefined)	14.4	·	-8.4
CCOC(=O)C1=C(C)NC(C)=C(C(=O)OC)C1c1ccccc1 (centres undefined)	9.0	-7.8	-1.2
CCn1c(C2CCCN(Cc3nc4ccc(F)cc4[nH]3)C2)n[nH]c1=O (centres undefined)	-3.9	·	-2.1
O=C(CN(CCN1CCOCC1)C(=O)c1ccc(-c2ccccc2)cc1)N(Cc1ccc2c(c1)OCO2)Cc1ccco1	-2.1	-1.1	6.4
Cc1nc(SC(C)c2ccccc2)[nH]c(=O)c1CC(=O)N1CCN(c2ccccc2)CC1 (centres undefined)	-1.5	-10.0	-4.6
CC(C)Cc1ccc(CC(=O)Nc2ccccc2CN2CCCC2C(N)=O)cc1 (centres undefined)	12.8	·	-5.6
Brc1ccc(Oc2ncnc3sccc23)c(Br)c1	0.0	·	-3.3
COc1ccc(CCC(=O)Nc2c(C)nc3scc(C)n3c2=O)cc1	5.4	-1.1	0.2
Cc1ccc(C2c3c(C)noc3N=C3CC(C)(C)CC(=O)C32)cc1 (centres undefined)	4.1	-3.5	-3.9
COCC1(C(=O)NC(c2ccncc2)c2ccc(C)cc2)CCC1 (centres undefined)	0.0	·	-6.6
Cc1ccc(C(C)C)cc1S(=O)(=O)NCc1ccco1	2.3	·	-3.1
C=CCNC(=O)NC1CCN(c2ccccc2C(=O)NCCc2ccccc2)CC1	21.6	-5.2	-2.6
CCS(=O)(=O)N1CCN(c2ccc(-n3cccn3)nn2)CC1	-1.5	-2.8	-2.0
CN(Cc1cc(-c2ccccc2)no1)Cc1cccc(F)c1F	8.0	·	-5.0
COc1ccccc1C1CN(C(=O)C(C)C)CC1C(=O)N1CCOCC1 (centres undefined)	5.9	·	-7.5
CCc1nc2n(n1)CC(NCc1cn[nH]c1-c1ccc(C)o1)CC2 (centres undefined)	8.1	·	-11.9
COc1ccc(CCN(C)c2cc(C)nc(SCc3cccc(C(=O)NCC4CC4)c3)n2)cc1OC	0.0	-6.5	-6.0

Of the compounds above, these have an aryl methoxy group:
SMILES	NPYLR7 ag	mcGAS inh	hcGAS lum
CCNC(=S)N1CCn2cccc2C1c1cc(OC)ccc1OC (centres undefined)	0.3	·	-3.1
COc1ccc(-n2ccnc2-c2nccn2CCn2cccn2)cc1	25.3	·	-7.2
CCCCNC(=O)C1CN(C(=O)c2ccc(Cl)cc2)CC1c1ccc(OC)cc1OC (centres undefined)	·	-4.8	-5.8
COc1ccc(Cl)c2sc(N3CCN(C(=O)CS(=O)(=O)c4ccc(C)cc4)CC3)nc12	9.2	·	-9.0
COc1cc(OC)cc(C(=O)NC2CCN(c3ccccc3C(=O)N3CCN(c4ccccn4)CC3)CC2)c1	1.8	-5.4	-6.6
CCC(C)N(CC(=O)N(Cc1ccccc1)Cc1cccn1Cc1cccc(OC)c1)C(=O)C1C[C@H]1c1ccccc1 (some centres undefined)	-9.6	-6.7	-16.1
COCCCNC(=O)C(C1CCCC1)N1CCN(C(=O)c2cccc(OC)c2)CC1 (centres undefined)	-7.5	-2.4	-1.0
COc1cccc(NC(=O)C2(C)CCN2C(=O)CCc2cccs2)c1 (centres undefined)	7.6	-4.6	-6.7
COc1cccc(C=C2N=C(c3cc(OC)c(OC)c(OC)c3)OC2=O)c1	2.4	·	-5.6
COc1cccc(CSc2nnc(C(C)NC(=O)COc3ccccc3)n2-c2cc(Cl)ccc2Cl)c1 (centres undefined)	-1.8	-3.1	-0.2
COc1ccc(CCC(=O)Nc2c(C)nc3scc(C)n3c2=O)cc1	5.4	-1.1	0.2
COc1ccccc1C1CN(C(=O)C(C)C)CC1C(=O)N1CCOCC1 (centres undefined)	5.9	·	-7.5
COc1ccc(CCN(C)c2cc(C)nc(SCc3cccc(C(=O)NCC4CC4)c3)n2)cc1OC	0.0	-6.5	-6.0
